From PubChem BioAssay
MBD2 inh: inhibitors of human MBD2 binding to methylated oligonucleotide. TR-FRET. inhibition, % at 4.4 µM. actives 0.31% (n = 370,000); in the data active = inhibition above about 13%
Target sequence (Q9UBB5 whole entry, looked up): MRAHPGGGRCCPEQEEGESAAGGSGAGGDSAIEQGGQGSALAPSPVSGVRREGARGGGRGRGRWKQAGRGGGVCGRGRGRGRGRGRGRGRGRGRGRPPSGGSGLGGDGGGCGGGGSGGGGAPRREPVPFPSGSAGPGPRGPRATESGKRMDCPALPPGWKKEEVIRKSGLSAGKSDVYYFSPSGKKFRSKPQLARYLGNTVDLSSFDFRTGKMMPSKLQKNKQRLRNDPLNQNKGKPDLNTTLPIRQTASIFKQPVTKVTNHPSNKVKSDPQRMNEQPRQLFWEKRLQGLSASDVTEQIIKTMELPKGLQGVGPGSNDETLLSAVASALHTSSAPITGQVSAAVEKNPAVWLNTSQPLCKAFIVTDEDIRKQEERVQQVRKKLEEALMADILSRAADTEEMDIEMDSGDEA
SIAE inh: inhibitors of human sialic acid acetylesterase SIAE | Q9HAT2 | SIAE FP-Rh probe binding, fluorescence polarization | inhibition, % at 9.66 µM | actives 0.69% (n = 370,000) | AID 1053197;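 active = inhibition above a cutoff: mean of compounds within the control limits plus 3 SD of those, cut at about 17% in these data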;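 also: 0% = plate median of compound wells and 100% = probe without SIAE protein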
mABHD4 FP: ABHD4 (mouse) inhibition, primary FP screen. purified mABHD4, FP-Rh probe fluorescence polarization. inhibition, % at 8.92 µM. actives 0.54% (n = 370,000). AID 720543;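 active = inhibition exceeding the mean over every tested compound plus 3 SD, cut at about 30% in these data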;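 also: 0% = plate median of compound wells and 100% = S159A mutant with DMSO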
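Doses – 8.92 µM, single dose · Material – wild-type mouse ABHD4 protein · Replication – single well per compound (singlicate) · Measure – percent inhibition of probe binding, normalized to plate controls · Schedule – 45 min compound pre-incubation plus 60 min probe step, 25 °C · Detection – fluorescence polarization with parallel and perpendicular emission, 525/598 nm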
rCAG binder: binds r(CAG) RNA repeats; r(CAG) RNA repeat, TO-PRO-1 dye displacement fluorescence; inhibition, % at 3 µM; actives 1.3% (n = 370,000);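 active = inhibition above the plate cutoff, the mean of all test compounds on that plate plus 3 SD, cut at about 35% in these data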;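 also: 0% = DMSO alone and 100% = 100 µM mitoxantrone as full dye displacement; higher means more dye released from RNA so lower well fluorescence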
TCR CD3 inh: inhibitors of human TCR-CD3 interaction. actives 0.37% (n = 360,000). AID 651800. inhibition, % at 9.4 µM. TAMRA-labeled TCR probe fluorescence, biochemical; in the data active = inhibition above about 19%;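 also: recombinant mutant TCR 2C K166C tagged with TAMRA read by polarization; 0% = receptor in buffer alone and 100% = receptor with positive control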
HTRA1 inhibitor: blocks human HTRA1 serine peptidase. Q92743. recombinant HTRA1, FP-rhodamine activity-based probe, fluorescence polarization. inhibition, % at 5.96 µM. actives 0.5% (n = 340,000); in the data active = inhibition above about 36%;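 also: 0% = enzyme with DMSO and 100% = wells lacking enzyme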
LEDGF integ inh: blocks HIV-1 LEDGF/p75-dependent DNA integration | TR-FRET IN-LEDGF/p75 DNA integration, Eu/Cy5 | actives 0.64% (n = 370,000) | inhibition, % at 3.7 µM;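 active = inhibition above the screen-wide mean plus 3 SD, cut at about 13% in these data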;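 also: signal is the Cy5 over europium emission ratio at 671 and 618 nm; 0% = plate median of compound wells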
GC-B act: GC-B (human) receptor activation | P20594 | HEK293-GC-B cells, CNP EC30, cGMP TR-FRET; 0% at EC30 CNP, 100% saturating CNP | activation, % at 10 µM | actives 0.11% (n = 370,000);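 active = activation at 10 µM reaching about 35% in either raw or pattern-adjusted values, limit read from the data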
TDP2 absorb: blocks human TDP2 phosphodiesterase activity | O95551 | recombinant TDP2, T5PNP hydrolysis, p-nitrophenol absorbance 415 nm | inhibition, % at 12.8 µM | actives 0.34% (n = 370,000) | AID 720702;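 active = inhibition above the mean of all tested compounds plus 3 SD, set per campaign, cut at about 25% in these data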;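 also: 0% = DMSO with enzyme and 100% = buffer with substrate but no TDP2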
Target sequence (O95551 whole entry, looked up): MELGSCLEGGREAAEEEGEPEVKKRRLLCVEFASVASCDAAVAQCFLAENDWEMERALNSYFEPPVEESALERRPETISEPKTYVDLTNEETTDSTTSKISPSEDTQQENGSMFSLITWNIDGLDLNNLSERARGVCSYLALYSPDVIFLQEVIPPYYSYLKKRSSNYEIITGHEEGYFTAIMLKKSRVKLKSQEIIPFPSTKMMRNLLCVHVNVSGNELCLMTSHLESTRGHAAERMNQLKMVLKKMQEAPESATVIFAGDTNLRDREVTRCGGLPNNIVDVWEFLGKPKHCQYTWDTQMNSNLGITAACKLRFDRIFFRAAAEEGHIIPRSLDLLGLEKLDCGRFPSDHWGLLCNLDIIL
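Assay system: Recombinant human TDP2 | Quantity: 120 nM TDP2 per well | Incubation: 2 h at 37 °C | Signal: Epi absorbance | Evaluation: Percent inhibition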
PRMT1 FP inh: inhibitors of human PRMT1; Q99873; recombinant PRMT1, activity-based probe fluorescence polarization; inhibition, % at 2.79 µM; actives 1.3% (n = 370,000);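 active = inhibition above about 21% made by adding two undisclosed values, limit read from the data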
Active calls of the source: *; · = no result given. The list is partial, so the mix of outcomes need not match the whole.

The first two entries, to show the layout:
| SMILES | LEDGF integ inh | GC-B act | SIAE inh | HTRA1 inhibitor | MBD2 inh | mABHD4 FP | TDP2 absorb | rCAG binder | TCR CD3 inh | PRMT1 FP inh |
| --- | --- | --- | --- | --- | --- | --- | --- | --- | --- | --- |
| CCCc1cc(=O)n2[nH]cc(-c3ccc(Cl)cc3)c2n1 | 8 | -1 | 6 | 17 | -5 | 11 | -1 | 31 | 6 | -5 |
| O=C(Cc1ccc([N+](=O)[O-])cc1)NCc1ccc2c(c1)OCO2 | 2 | 2 | 5 | 0 | 7 | -3 | 1 | 0 | 3 | -3 |

The list itself, from the first entry:
| SMILES | LEDGF integ inh | GC-B act | SIAE inh | HTRA1 inhibitor | MBD2 inh | mABHD4 FP | TDP2 absorb | rCAG binder | TCR CD3 inh | PRMT1 FP inh |
| --- | --- | --- | --- | --- | --- | --- | --- | --- | --- | --- |
| CCCc1cc(=O)n2[nH]cc(-c3ccc(Cl)cc3)c2n1 | 8 | -1 | 6 | 17 | -5 | 11 | -1 | 31 | 6 | -5 |
| O=C(Cc1ccc([N+](=O)[O-])cc1)NCc1ccc2c(c1)OCO2 | 2 | 2 | 5 | 0 | 7 | -3 | 1 | 0 | 3 | -3 |
| CC(=O)NC1CC2CCC(C1)N2Cc1ccc(C)cc1 (stereo not given) | 0 | -1 | 0 | -5 | 3 | -9 | 12 | -4 | 8 | -5 |
| Cc1c(N=C2C=CC(=O)c3ccccc32)c(=O)n(-c2ccccc2)n1C | 6 | 3 | 7 | 37* | -17 | 10 | 24 | 4 | 2 | 7 |
| COC(=O)[C@@H](Cc1ccccc1)N(Cc1ccccc1)S(=O)(=O)N(Cc1ccccc1)[C@H](Cc1ccccc1)C(=O)OC | 2 | 0 | -3 | -8 | 3 | 0 | -4 | 8 | -5 | 0 |
| COc1ccc(N(CC(=O)NCc2cccs2)S(=O)(=O)c2c(C)n[nH]c2C)cc1 | 0 | -3 | 0 | 5 | 2 | 4 | 4 | -3 | 4 | -1 |
| Cc1cccc(NC(=S)NCCN2CCOCC2)c1 | 1 | -1 | 0 | 4 | -3 | -8 | 4 | -3 | 7 | 0 |
| COc1ccc(NS(=O)(=O)c2cc(NC(=O)/C=C/c3cc(OC)c(OC)c(OC)c3)ccc2N2CCCCC2)cc1 | -4 | 5 | -53 | -46 | 4 | -69 | -8 | 17 | 23* | 0 |
| CC(NC(=O)c1ccccc1)C(=O)N/N=C/c1ccc(O)cc1 (stereo not given) | 1 | -3 | 0 | 1 | -1 | -3 | -7 | -1 | 6 | -1 |
| COc1cc2nc(COc3ccccc3[N+](=O)[O-])oc(=O)c2cc1OC | -2 | 2 | 1 | -1 | 6 | 7 | -2 | 3 | -5 | 4 |
| CCC(O)(CC)C(=O)NN(C(=O)Nc1csc2c1CCCC2)c1ccccc1 | -4 | -1 | -1 | -1 | 1 | 5 | -12 | -1 | 4 | 2 |
| Cc1cc(C(N)=O)c2cc(Br)ccc2n1 | -1 | -4 | 1 | -2 | -6 | -8 | 1 | 5 | 8 | -3 |
| COc1cc(Nc2nc3c(N)cc(C(F)(F)F)cc3nc2-c2ccccc2)cc(OC)c1OC | -2 | 0 | 4 | 0 | -8 | -1 | -1 | 6 | 8 | -3 |
| O=C(Nc1ccccc1N1CCCC1)c1cccc(-c2cc3ccccc3oc2=O)c1 | -2 | 1 | 0 | -24 | 5 | -3 | 2 | 5 | -4 | 0 |
| Cc1cccc(C)c1-n1nnnc1C1c2ccccc2OCC(=O)N1Cc1ccc(F)cc1 (stereo not given) | 3 | -12 | -2 | · | -1 | -2 | 2 | -1 | · | -4 |
| O=C(Nc1nnc(-c2ccncc2)o1)c1ccccc1F | 0 | 0 | 10 | 5 | 2 | -3 | 1 | -1 | -2 | 0 |
| CN1C(=O)c2ccccc2N(C)C1c1ccc(F)cc1 (stereo not given) | -7 | 1 | 2 | 6 | 0 | 6 | 6 | 4 | -4 | 3 |
| CCN1CCCC1CNC(=O)c1ccc(CS(=O)(=O)c2ccccc2C)o1 (stereo not given) | 3 | 1 | -2 | 7 | -1 | 7 | -1 | 1 | 2 | -1 |
| C[C@H]1[C@@H](OC(=O)NCCc2c[nH]c3ccccc23)CC[C@@]23CCCN2C(=O)CCC[C@@H]13 | -6 | -3 | -3 | · | -1 | 0 | -4 | · | · | 0 |
| CC(C)NC(=O)COC(=O)c1ccc(O)cc1 | 3 | -1 | 4 | 8 | -7 | -3 | 8 | 2 | -3 | 2 |
| COc1ccccc1Oc1coc2c(CN3CCOCC3)c(O)ccc2c1=O | 1 | 0 | -2 | 12 | 1 | -2 | -4 | -3 | 4 | -1 |
| COc1ccc(S(=O)(=O)NC(=O)C2(C)CCN2C(=O)COc2ccc(Cl)cc2)cc1 (stereo not given) | -5 | -2 | -8 | · | 3 | 3 | 0 | 6 | -6 | 5 |
| O=c1[nH]c(=S)n(-c2cccc(Cl)c2)c(O)c1/C=N/N1CCOCC1 | -2 | -2 | 5 | -7 | -1 | -4 | 11 | 6 | 2 | 0 |
| Cc1ccc(-n2cnc3c(=O)[nH]cnc32)cc1[N+](=O)[O-] | 5 | 3 | 0 | 0 | 3 | 4 | 8 | 0 | 7 | -7 |
| CCOC(=O)C1CCCN(S(=O)(=O)c2ccc(NC(C)=O)cc2)C1 (stereo not given) | 3 | 4 | 2 | 1 | -1 | -4 | 1 | -3 | -7 | -7 |
| CCOc1ccc(NC(=O)CN2CCN(CC(=O)Nc3ccc(N(C)C)cc3)CC2)cc1 | 0 | -1 | 6 | 6 | 4 | 1 | 10 | -7 | -1 | -3 |
| Cc1nc2c(-c3ccc(F)cc3)c(C)nn2c(C)c1CCC(=O)Nc1ccc(F)cc1F | -5 | 2 | 1 | 6 | -3 | 1 | -3 | 0 | -1 | 1 |
| CC(C)C[C@@H](CN)NC(=O)c1nc[nH]c1C(=O)N[C@@H](Cc1c[nH]c2ccccc12)C(=O)CNC[C@H](C)NC(=O)c1nc[nH]c1C(=O)N[C@@H](CC(=O)O)C(=O)O | 6 | 4 | -5 | 1 | 7 | 6 | 0 | 17 | 3 | 4 |
| Cc1ccc(C)c(C(=O)c2c(C)nc3sccn23)c1 | 1 | 3 | -3 | -3 | 1 | 6 | 5 | -6 | 1 | -3 |
| CC(=O)c1c(C)oc2ccc(N(C(C)=O)S(=O)(=O)c3ccc(Cl)c([N+](=O)[O-])c3)cc12 | 1 | 8 | -6 | -3 | 1 | 4 | 0 | 2 | 5 | 1 |
| C[C@H](CO)N1C[C@H](C)[C@@H](CN(C)C(=O)NC2CCCCC2)Oc2ccc(NC(=O)c3ccncc3)cc2C1=O | 0 | 2 | 1 | -5 | 0 | -6 | -1 | -2 | -1 | 3 |
| COc1ccc(NC(=O)CSc2ncnc3[nH]ncc23)cc1 | 9 | -5 | 2 | 1 | -2 | -6 | -1 | 0 | 1 | -1 |
| CN=C1S/C(=C\c2ccc(OCC(=O)OC)c(OC)c2)C(=O)N1C | 2 | -9 | -5 | 1 | -7 | 0 | -7 | -5 | -4 | -7 |
| COc1cccc(CNC(=O)Cn2ccc3cc(S(=O)(=O)N4CCC(C)CC4)ccc32)c1 | 3 | 2 | 0 | -20 | -6 | -13 | -23 | 4 | 1 | -6 |
| Cc1ccc(C)c(NS(=O)(=O)c2cc(C(N)=O)ccc2C)c1 | 1 | -1 | -4 | 0 | -7 | -8 | -1 | 0 | 5 | 1 |
| CCCCNC(=S)N(C)/N=C/c1ccc2c(c1)OCO2 | 0 | 23 | 1 | -18 | 8 | 5 | 4 | -1 | 5 | 0 |
| Nc1ccccc1CNc1nc(NCCO)nc2c1ncn2CCN1CCOCC1 | -1 | 7 | 4 | -5 | -5 | 2 | -6 | 0 | -3 | 0 |
| CC(C)(C)C1CCc2c(sc(NC(=O)C3CC=CCC3C(=O)O)c2C#N)C1 (stereo not given) | 4 | 2 | -2 | -29 | 1 | 7 | -19 | 80* | 2 | -2 |
| O=C1Nc2c(Cl)cc(Cl)cc2C1=O | -5 | -8 | -2 | 27 | -1 | 0 | 49* | 2 | -3 | 8 |
| O=C(N/N=C/c1cccnc1)C(O)(c1ccccc1)c1ccccc1 | -1 | -1 | 13 | -5 | -3 | 0 | -3 | 1 | 5 | -2 |
| O=C(NCc1nnc2c(C(F)(F)F)cc(Cl)cn12)c1ccc2c(c1)OCO2 | -1 | -5 | -3 | 0 | -1 | -6 | 4 | 1 | 10 | 1 |
| Cc1noc(C)c1-c1nc(CSc2ccc(Cl)cc2)no1 | 6 | -12 | 1 | -5 | -4 | -3 | -8 | -4 | -3 | -5 |
| CCCn1nnc(NC(=S)NC(=O)c2cccs2)n1 | -1 | 3 | 4 | 5 | 0 | -2 | 10 | -2 | 5 | -5 |
| Cc1csc(NC(C)c2nc3cc(C(F)(F)F)ccc3n2CCOCCO)n1 (stereo not given) | 0 | 3 | -2 | 0 | 1 | 5 | -3 | 3 | -7 | 1 |
| O=C(CCn1cnnn1)Nc1ccccc1F | 1 | 9 | 1 | 3 | -5 | 0 | 17 | 1 | 4 | 3 |
| C#CCn1c(=NC(=O)CSCC(=O)N2CCOCC2)sc2ccccc21 | -1 | -8 | 0 | -1 | -1 | 0 | -8 | 4 | -1 | 6 |
| Cn1nnc2cc(C(=O)NCc3ccco3)ccc21 | 1 | -1 | 3 | 2 | 3 | 3 | -2 | -1 | -6 | 3 |
| Cc1cccc(N(C)C(=O)COc2cc(=O)n(C)c3ccccc23)c1 | -2 | -2 | -9 | 6 | 4 | -12 | -11 | -4 | -6 | 11 |
| CCOc1ccc(CCN2C(=O)c3ccc(C(=O)O)cc3C2=O)cc1OCC | 2 | 3 | 2 | -1 | 3 | 5 | 3 | 8 | 0 | 2 |
| CCOC(=O)c1ccc(NC(=O)c2cn(-c3ccccc3)nc2-c2ccncc2)cc1 | -1 | -5 | -174 | -37 | 3 | -18 | -6 | 0 | -1 | -3 |
| O=C(Cn1ccc2ccccc2c1=O)NCCC(=O)N1CCCCC1 | -1 | -2 | -9 | -1 | -4 | 0 | -1 | 1 | 2 | -2 |
| NC(=O)CC(NC(=O)c1ccc(Br)cc1)c1ccc(NCc2ccc(F)c(F)c2)c([N+](=O)[O-])c1 (stereo not given) | 1 | -2 | -8 | -6 | 2 | 5 | 0 | 9 | -4 | 3 |
| Cc1cccc(N2CCN(CC(=O)Nc3ccc(-n4cnnn4)cc3)CC2)c1C | 3 | 1 | 0 | 0 | -4 | 1 | 4 | 1 | -5 | 1 |
| Cn1c(=O)oc2cc(S(=O)(=O)N3CCC(C(=O)NCc4ccccc4)CC3)ccc21 | -6 | 3 | 8 | -1 | -6 | 0 | -1 | 1 | 14 | 1 |
| O=C(CCCOc1ccccc1)Nc1cccc([N+](=O)[O-])c1 | 1 | -3 | -4 | -11 | -6 | -2 | 7 | 3 | 5 | 0 |
| Cc1ccc(S(=O)(=O)N(CC(=O)NCc2ccccn2)c2ccc(Cl)cc2)cc1 | 1 | -4 | -4 | 4 | -1 | 8 | 2 | -6 | 3 | -1 |
| N#Cc1nc(-c2ccco2)oc1NCCN1CCOCC1 | 4 | 0 | 3 | 1 | -7 | 2 | 13 | -1 | 4 | -1 |
| Cn1cc(CN2CCc3c([nH]c4ccccc34)C2C2CCCCC2)cn1 (stereo not given) | 0 | -13 | 1 | -3 | 0 | -1 | -4 | -4 | -4 | -1 |
